TEAD-YAP inh – TEAD-YAP interaction inhibition, primary screen, TEAD-YAP interaction inhibitor project, luminescence, HEK-TIYL cells; TEAD-Gal4/YAP UAS-luciferase luminescence; inhibition, % at 9.12 µM; 1.4% of 640,000 active; AID 1259422, 2018; in the data active means inhibition above about 32%;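 further: 0% = median of test compound wells and 100% = reference inhibitor wells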
MITF inh – MITF inhibitors, primary screen, biochemical, AlphaScreen, human; AlphaScreen MITF homodimerization, bead proximity signal; 0.91% of 650,000 active; Microphthalmia-associated transcription factor (Homo sapiens), O75030; AID 1259374, 2018; inhibition, % at 2.6 µM; in the data active means inhibition above about 50%;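 further: 0% = vehicle wells with protein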
Target sequence (O75030 whole entry, looked up): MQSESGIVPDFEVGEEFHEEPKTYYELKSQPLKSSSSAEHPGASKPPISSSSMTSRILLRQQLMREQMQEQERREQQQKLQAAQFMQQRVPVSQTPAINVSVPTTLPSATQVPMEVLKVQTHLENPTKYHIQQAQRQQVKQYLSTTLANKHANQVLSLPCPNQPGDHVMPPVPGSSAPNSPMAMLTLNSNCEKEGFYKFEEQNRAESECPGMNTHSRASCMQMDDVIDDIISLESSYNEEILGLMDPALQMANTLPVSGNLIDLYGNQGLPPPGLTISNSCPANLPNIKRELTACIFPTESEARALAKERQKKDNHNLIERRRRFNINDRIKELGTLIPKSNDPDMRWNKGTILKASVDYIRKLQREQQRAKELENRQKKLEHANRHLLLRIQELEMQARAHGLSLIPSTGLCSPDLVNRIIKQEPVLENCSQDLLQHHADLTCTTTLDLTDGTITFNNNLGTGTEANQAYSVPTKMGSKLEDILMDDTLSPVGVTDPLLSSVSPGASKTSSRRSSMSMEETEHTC
GPR151 ag – activators of human GPR151, primary screen, cell-based, PathHunter beta-arrestin, luminescence | G-protein coupled receptor 151 (Homo sapiens), Q8TDV0 | AID 1508602, 2020 | PathHunter beta-arrestin GPR151 cells | 1% of 650,000 active | activation, % at 11.2 µM; in the data active means activation above about 4.9%;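 further: 0% = median of compound wells and 100% = cells with positive control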
Target sequence (Q8TDV0 whole entry, looked up): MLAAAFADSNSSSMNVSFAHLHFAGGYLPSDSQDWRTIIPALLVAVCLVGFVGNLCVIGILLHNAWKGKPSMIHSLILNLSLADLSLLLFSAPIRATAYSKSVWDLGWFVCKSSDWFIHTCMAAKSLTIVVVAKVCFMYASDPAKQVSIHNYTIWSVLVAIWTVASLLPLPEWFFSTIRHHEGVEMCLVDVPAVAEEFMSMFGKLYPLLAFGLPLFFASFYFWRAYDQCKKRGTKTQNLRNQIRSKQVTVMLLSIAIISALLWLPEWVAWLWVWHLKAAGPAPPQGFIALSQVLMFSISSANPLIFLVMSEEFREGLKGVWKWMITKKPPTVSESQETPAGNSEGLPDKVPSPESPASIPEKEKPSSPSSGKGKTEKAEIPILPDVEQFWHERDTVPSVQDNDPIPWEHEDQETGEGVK
FBW7 act – FBW7 E3 ligase activators, primary screen, biochemical, AlphaScreen, human; AlphaScreen FBW7–phospho-cyclin E peptide binding, activator screen; 0.13% of 650,000 active; normalized activity (activation), % at 26.1 µM; in the data active means normalized activity above about 1.9%;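 further: purified mutant Fbw7 with reduced substrate affinity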
Active calls of the source: *. An unsorted share of the library, and some 3.4% of all compounds hit somewhere here.

Field names: A = TEAD-YAP inh; B = MITF inh; C = GPR151 ag; D = FBW7 act
1	c1ccc(Nc2nnc(SCc3nnc(-c4ccccc4)o3)s2)cc1
  A = -1; B = 14; C = 1.6; D = -0.1
2	Cc1nc(NCCN(C)C)cc(-c2cncc(-c3ccccc3)c2)n1
  A = 2; B = 3; C = 0.7; D = -0.1
3	CCCN(CCC)S(=O)(=O)c1ccc(C(=O)Nc2nnc(C(C)C)s2)cc1
  A = 10; B = 2; C = 3.5; D = -0.1
4	CCCOc1cc(Cl)c(C2NC(=O)NC(C)=C2C(C)=O)cc1OCC (stereo not given)
  A = -15; B = 4; C = -0.7; D = 0.0
5	Cc1ccc(NC(=O)c2sc3cccc(Cl)c3c2Cl)c(C)c1
  A = 5; B = 8; C = 0.3; D = 0.0
6	COCC(=O)N(C)C(Cc1ccc(F)cc1)C1CCN(C(=O)Cc2cscn2)CC1 (stereo not given)
  A = -1; B = 7; C = -0.7; D = 0.0
7	CCC1(C)Cc2c(sc3nc(SC)n(-c4ccc(OC)cc4)c(=O)c23)CO1 (stereo not given)
  A = 1; B = 0; C = 0.3; D = -0.2
8	COCC(=O)NCC1CCC2(CCN(Cc3c(F)ccc(F)c3F)CC2)O1 (stereo not given)
  A = 0; B = 0; C = 0.9; D = -0.2
9	COCCN1C(=O)/C(=C/c2ccc(C(=O)OC)cc2)SC1=S
  A = -2; B = -7; C = 1.3; D = -0.2
10	Cc1nc(SCC(=O)O)c(C#N)c(C)c1Cl
  A = 0; B = -10; C = -0.6; D = 0.3

More structures:
Field names: A = TEAD-YAP inh; B = MITF inh; C = GPR151 ag; D = FBW7 act
11	CCCN1CCC(N2C[C@H](NC/C(Cl)=C/c3ccccc3)C[C@H]2C(=O)NC)CC1
  A = -6; B = -6; C = 0.3; D = 0.2
12	O=C(c1cccc(C(F)(F)F)c1)N1CC[C@@H]2[C@H](CCCN2C(=O)c2cnccn2)C1
  A = 4; B = 17; C = 0.4; D = 0.3
13	Cc1nnc(SCC(=O)Nc2cc(C(N)=O)cc(C(N)=O)c2)s1
  A = 1; B = -1; C = 1.3; D = 0.1
14	O=C(O)CS(=O)(=O)c1ccc(Cl)cc1
  A = 3; B = 6; C = 0.4; D = 0.0
15	O=C(CSc1ncn[nH]1)c1ccc2c(c1)OCO2
  A = -13; B = 15; C = -1.9; D = 0.1
16	CCOC(=O)CN(N)C(=O)/C=C/c1ccccc1
  A = -14; B = -1; C = 2.7; D = -0.1
17	CCCSc1nc2c(c(=O)n1-c1ccc(OCC)cc1)SCC2
  A = -3; B = 7; C = -0.7; D = 0.0
18	CCn1c(/C(C#N)=C/c2cccc([N+](=O)[O-])c2)nc2ccccc21
  A = 11; B = 5; C = -0.9; D = 0.3
19	COc1cc(C(=O)Nc2nc(-c3ccc(C)c(C)c3)cs2)cc(OC)c1OC
  A = 7; B = 20; C = -1.0; D = -0.1
20	CCC(CO)NC(=O)c1cc2c(n(-c3ccccc3)c1=O)CC(C)(C)CC2=O (stereo not given)
  A = -4; B = -5; C = 0.4; D = -0.2

(more compounds)
Field names: A = TEAD-YAP inh; B = MITF inh; C = GPR151 ag; D = FBW7 act
21	Cc1ccc(-c2nn3c(C)nnc3s2)cc1NC(=O)C(C)(C)C
  A = 20; B = 10; C = 0.5; D = -0.1
22	Cc1ccccc1CN1CCN2C(=O)[C@@H](CC(C)C)NC(=O)[C@H]2C1
  A = 6; B = 20; C = -1.2; D = 0.1
23	O=C1CCCN1CCCNc1nc(Nc2ccncc2)nc2c1ncn2-c1ccccc1
  A = 55*; B = -9; C = 0.1; D = -0.1
24	CC1CCCN(S(=O)(=O)c2cc(Br)cc3c2N(C(=O)C2CC2)CC3)C1 (stereo not given)
  A = 11; B = 15; C = -0.3; D = 0.1
25	N#Cc1ccc(NC(=O)CCCCC(=O)Nc2ccc(C#N)cc2)cc1
  A = -4; B = -1; C = 1.1; D = 0.0
26	Cc1ccccc1CN1CCNC(=O)C1CC(=O)N1CCC(N2CCCCC2)CC1 (stereo not given)
  A = -5; B = 12; C = -1.1; D = 0.5
27	CCOC(=O)c1c(NC(=O)COc2ccc3c(c2)OCO3)sc2c1CCCCC2
  A = 2; B = 3; C = 0.4; D = 0.0
28	CCOC(=O)c1sc(NC(=O)c2ccccc2C)nc1C
  A = -40; B = -8; C = -4.5; D = 0.1
29	O=C1NC(=S)NC(=O)C1=Cc1cc(Cl)ccc1OCc1ccc([N+](=O)[O-])cc1
  A = -31; B = -10; C = 1.2; D = 0.0
30	COc1ccc(-c2noc(CNC(=O)Cc3ccc(-c4ccccc4)cc3)n2)cc1
  A = -9; B = -5; C = 0.2; D = -0.1

Random excerpt: 4 compounds from above
Field names: A = TEAD-YAP inh; B = MITF inh; C = GPR151 ag; D = FBW7 act
22	Cc1ccccc1CN1CCN2C(=O)[C@@H](CC(C)C)NC(=O)[C@H]2C1
  A = 6; B = 20; C = -1.2; D = 0.1
26	Cc1ccccc1CN1CCNC(=O)C1CC(=O)N1CCC(N2CCCCC2)CC1 (stereo not given)
  A = -5; B = 12; C = -1.1; D = 0.5
23	O=C1CCCN1CCCNc1nc(Nc2ccncc2)nc2c1ncn2-c1ccccc1
  A = 55*; B = -9; C = 0.1; D = -0.1
28	CCOC(=O)c1sc(NC(=O)c2ccccc2C)nc1C
  A = -40; B = -8; C = -4.5; D = 0.1

The list continues.
Field names: A = TEAD-YAP inh; B = MITF inh; C = GPR151 ag; D = FBW7 act
31	CCOc1ccc(S(=O)(=O)Nc2cc(-c3c(O)ccc4ccccc34)c(O)c3ccccc23)cc1
  A = 7; B = 11; C = 0.1; D = 0.3
32	Cc1ccc(C(=O)NCc2nc(-c3ccccc3)no2)c(Cl)c1
  A = -4; B = -9; C = -1.5; D = 0.0
33	Cc1cccc(C(=O)NCc2ccc(F)cc2)c1C
  A = -4; B = -11; C = -0.3; D = -0.1
34	CCN(O)C(=O)OCCNC(=O)Oc1ccc(OC)cc1
  A = 6; B = 5; C = 0.6; D = -0.3
35	CCc1ccc(NC(=O)c2c(-c3c(Cl)cccc3Cl)noc2C)cc1
  A = 6; B = 8; C = -0.5; D = 0.0
36	Cc1csc(NC(=O)NC(C)(C)C)n1
  A = -17; B = -2; C = -2.0; D = 0.1
37	CN1C(=O)/C(=C\c2ccc(Br)o2)SC1=S
  A = 11; B = 21; C = -1.6; D = 0.0
38	Cc1cc(O)c(C(=O)COc2ccccc2)c(O)c1
  A = -36; B = 1; C = -1.1; D = -0.1
39	O=C(Nc1cc(-c2ccccc2Oc2ccccc2)ncn1)C1CCOC1 (stereo not given)
  A = 26; B = 3; C = -0.3; D = 0.6
40	Nc1nc(COc2ccccc2Cl)nc(N2CCOCC2)n1
  A = -11; B = 6; C = -0.7; D = 0.1

Other compounds.
Field names: A = TEAD-YAP inh; B = MITF inh; C = GPR151 ag; D = FBW7 act
41	CCOc1ccccc1CN1CCC(O)CC1
  A = -4; B = 29; C = -0.6; D = -0.1
42	Brc1c(CSCc2ccccc2)nc2ncccn12
  A = -1; B = 1; C = -0.8; D = -0.1
43	O=C(CCc1nnc(C2(c3ccc(Cl)cc3)CCC2)o1)N(CC1CC1)CC1CCCO1 (stereo not given)
  A = -44; B = 13; C = -1.2; D = 0.1
44	CCOC(=O)c1cnc2c(C(F)(F)F)cccc2c1NCCCCCO
  A = 10; B = 2; C = 1.0; D = -0.1
45	O=[N+]([O-])c1ccc(N2CCN(S(=O)(=O)c3cccc4nsnc34)CC2)cc1
  A = 1; B = -11; C = 1.2; D = 0.2
46	COc1ccc(OC)c(S(=O)(=O)NNC(=S)Nc2cccc(C(F)(F)F)c2)c1
  A = 3; B = 4; C = -1.0; D = 0.4
47	CCOc1ccc(Nc2nnc(C)c(=O)[nH]2)cc1
  A = -2; B = 19; C = -0.6; D = 0.0
48	CCC(=O)NC(/C(C#N)=C1\NC(C)(C)Cc2ccccc21)(C(F)(F)F)C(F)(F)F
  A = -8; B = -13; C = 0.1; D = -0.2
49	Nc1ccccc1N1CCN(C(=O)c2ccccc2)CC1
  A = 6; B = -6; C = -0.1; D = -0.8
50	O=C(NCc1ccccc1)c1ccc([N+](=O)[O-])cc1SCCO
  A = 7; B = 8; C = -0.9; D = -0.2

Going on with the list:
Field names: A = TEAD-YAP inh; B = MITF inh; C = GPR151 ag; D = FBW7 act
51	CCOC(=O)Cn1c(O)c(N=NC(=O)CNC(=O)COc2ccccc2)c2ccccc21
  A = 5; B = 12; C = 3.9; D = 0.2
52	CCOc1ccc(/C=N/NC(=O)CC2C(=O)NN=C2C)cc1 (stereo not given)
  A = 5; B = 11; C = 0.3; D = -0.1
53	Nc1c(C(=O)Nc2nccs2)sc2nc3c(c(-c4ccc(Cl)cc4)c12)CCCC3
  A = 15; B = 10; C = 0.9; D = 0.1
54	Cc1ccc(C)c(Cc2c(C)nc3nc(SCc4cccc(F)c4)nn3c2C)c1
  A = -17; B = 4; C = 1.9; D = 0.1
55	CCc1ccc2[nH]c3nc(SCCN4CCOCC4)nnc3c2c1
  A = -1; B = 1; C = 2.4; D = -0.1
56	CC(=O)N1CCC(N(C(=S)Nc2ccc(C)c(Cl)c2)C(C)C)CC1
  A = -8; B = 1; C = 4.2; D = 0.0
57	CC(C)Sc1nnc(-c2ccc(S(=O)(=O)N3CCCC3)cc2)n1C
  A = -1; B = -3; C = -0.6; D = -0.1
58	CCOC(=O)c1ccc(NCCC(=O)c2cccc([N+](=O)[O-])c2)cc1
  A = 0; B = -16; C = -0.9; D = -0.1
59	O=C(NCCC1=CCCCC1)C1CC12CCN(C(=O)c1n[nH]c3c1CCC3)CC2 (stereo not given)
  A = -17; B = 3; C = -0.2; D = 0.0
60	O=C1NC2(CCCCCC2)C(=O)N1Cc1c(F)cccc1Cl
  A = 2; B = -4; C = -0.1; D = 0.1

Continued.
Field names: A = TEAD-YAP inh; B = MITF inh; C = GPR151 ag; D = FBW7 act
61	CCCN1CCC(N2CCN(S(C)(=O)=O)CC2)CC1
  A = -3; B = 68*; C = -0.8; D = 0.0
62	Cc1cc(C(=O)Nc2nc(-c3ccccc3)cs2)ccc1[N+](=O)[O-]
  A = -3; B = 17; C = 1.2; D = -0.2
63	COc1cc(/C=N/NC(=O)C(=O)Nc2cccc3ccccc23)ccc1O
  A = 7; B = 8; C = 1.3; D = -0.1
64	COc1ccc(-c2nc3ccccc3c(=O)n2NC(=O)c2ccc(Cl)cc2)cc1OC
  A = -6; B = 16; C = 0.4; D = 0.1
65	c1ccc(CN2CCC(NCc3ccncc3)C(c3ccccc3)C2)cc1 (stereo not given)
  A = 8; B = -1; C = 0.3; D = 0.0
66	CCOC(=O)C1=C(N)N(c2ccc(Br)cn2)C2=C(C(=O)CCC2)C1c1ccccc1 (stereo not given)
  A = 6; B = -1; C = -0.9; D = 0.0
67	CCN(CC)S(=O)(=O)c1nc2nc(C)cc(C)n2n1
  A = -1; B = -3; C = 1.4; D = -0.1
68	Cc1ccc(S(=O)(=O)N2CCC(C(=O)NC3CCCCC3)CC2)cc1Cl
  A = 0; B = -4; C = 0.9; D = -0.1
69	Cc1ccc(C2=NN(CCC(=O)NCCN3CCOCC3)C(=O)CC2)cc1
  A = -12; B = 4; C = 0.8; D = 0.4
70	CC(=O)N(C)c1ccc(NS(=O)(=O)c2ccc(C)cc2)c([N+](=O)[O-])c1
  A = 4; B = -4; C = 2.8; D = -0.1

Compounds above that contain a COOH group:
Field names: A = TEAD-YAP inh; B = MITF inh; C = GPR151 ag; D = FBW7 act
10	Cc1nc(SCC(=O)O)c(C#N)c(C)c1Cl
  A = 0; B = -10; C = -0.6; D = 0.3
14	O=C(O)CS(=O)(=O)c1ccc(Cl)cc1
  A = 3; B = 6; C = 0.4; D = 0.0

Going on with the list.
Field names: A = TEAD-YAP inh; B = MITF inh; C = GPR151 ag; D = FBW7 act
71	CN(C)c1ccc(C(c2nnnn2C(C)(C)C)N2CCN(c3ccccc3)CC2)cc1 (stereo not given)
  A = -8; B = 11; C = -0.8; D = 0.0
72	Cc1ccc2c(cnn2C(=O)CCC(=O)NCc2ccccc2C)c1
  A = 1; B = 7; C = -0.6; D = -0.1
73	Cc1nc(SCC(=O)NCC(F)(F)F)c2c(-c3cccs3)csc2n1
  A = 9; B = 3; C = 2.0; D = -0.2
74	N#CC1=C(N)OC2=C(C(=O)CCC2)C12C(=O)Nc1ccc(F)cc12 (stereo not given)
  A = -6; B = 12; C = 1.5; D = 1.0
75	COc1ccc(CCNCc2ccccc2N2CCCC2)cc1
  A = -2; B = 24; C = 1.6; D = -0.2
76	Cc1nc(SCC(=O)N2CCCCCC2)c2c(C)c(C)sc2n1
  A = -10; B = 3; C = 0.2; D = 0.0
77	CCc1ccc(C2C(C#N)=C(N)N(c3ccc([N+](=O)[O-])cc3)C3=C2C(=O)CC(C)(C)C3)s1 (stereo not given)
  A = -3; B = 10; C = -0.1; D = -0.1
78	COC(=O)COc1ccc(NC(=O)c2ccccc2Cl)cc1
  A = -5; B = 12; C = -1.6; D = 0.0
79	Cn1c(SCC(=O)c2ccc(F)cc2)nnc1-c1cccc([N+](=O)[O-])c1
  A = 13; B = 5; C = 5.7*; D = -0.2
80	CCCCN(C)CCCN1C(=O)C2C(C(=O)Nc3cc(Cl)cc(Cl)c3)C3C=CC2(O3)C1C(=O)NC1CCCCC1 (stereo not given)
  A = 2; B = -9; C = -1.0; D = 0.3
81	CC(NC(=O)c1cccc(C(F)(F)F)c1)c1ccc(S(C)(=O)=O)cc1 (stereo not given)
  A = 21; B = 8; C = 0.9; D = 0.4
82	NC(=O)c1ccccc1NC(=O)COc1ccc2ccccc2c1Br
  A = -56; B = 2; C = -0.5; D = 0.1
